# hIAP block: human IAP inhibitors, primary screen, biochemical, luminescence, uHTS. Intestinal-type alkaline phosphatase (Homo sapiens), P09923. purified IAP, CDP-Star luminescence, 30 min. inhibition, % at 10 µM. actives 0.12% (n = 330,000);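 active = inhibition reaching a set limit with compound at 10 µM in the primary screen, cut at about 35% in these data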;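 note: plate controls were DMSO wells with enzyme for no effect and no-enzyme buffer wells for full effect; values of inactives mirror those of a sister screen read the other way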
# Target sequence (P09923 whole entry, looked up): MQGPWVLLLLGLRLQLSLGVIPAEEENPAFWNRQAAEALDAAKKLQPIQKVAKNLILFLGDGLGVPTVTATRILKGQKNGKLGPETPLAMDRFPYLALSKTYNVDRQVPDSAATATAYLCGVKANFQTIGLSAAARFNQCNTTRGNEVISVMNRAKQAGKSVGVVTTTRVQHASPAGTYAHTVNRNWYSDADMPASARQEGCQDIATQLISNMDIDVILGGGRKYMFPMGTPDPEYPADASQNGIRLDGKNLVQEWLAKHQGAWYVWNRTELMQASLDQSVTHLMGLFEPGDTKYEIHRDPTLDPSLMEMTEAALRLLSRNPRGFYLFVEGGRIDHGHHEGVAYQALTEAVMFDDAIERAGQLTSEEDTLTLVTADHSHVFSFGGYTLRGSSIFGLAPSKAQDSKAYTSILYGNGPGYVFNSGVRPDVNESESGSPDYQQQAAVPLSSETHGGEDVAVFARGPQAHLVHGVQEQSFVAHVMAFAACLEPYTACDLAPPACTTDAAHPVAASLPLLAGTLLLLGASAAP
# ATG4B inh: ATG4B protease inhibitors, primary screen, biochemical, fluorescence, uHTS; ATG4B cleavage of LC3-PLA2, NBD-HPC fluorescence, 1 h; inhibition, % at 8.33 µM; AID 504462, 2011; Cysteine protease ATG4B (Homo sapiens), Q9Y4P1; actives 0.51% (n = 340,000); in the data active = inhibition above about 40%
# PfG6PD inh: PfG6PD enzyme inhibitors, primary screen, biochemical, fluorescence intensity, uHTS | glucose-6-phosphate dehydrogenase-6-phosphogluconolactonase (Plasmodium falciparum 3D7) | PfGluPho enzyme, NADPH resazurin-diaphorase fluorescence | inhibition, % at 20 µM | actives 0.78% (n = 350,000) | AID 504690, 2011;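 active = inhibition reaching at least a set limit at 20 µM in the primary screen, cut at about 59% in these data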;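 note: 0% = DMSO wells with substrate and 100% = DMSO wells lacking glucose-6-phosphate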
# HKDC1 inh: HKDC1 hexokinase inhibitors, primary screen, biochemical, fluorescence, uHTS. Q2TB90. recombinant HKDC1, G6PDH/diaphorase resazurin coupled fluorescence. inhibition, % at 20 µM. actives 0.16% (n = 340,000);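 active = inhibition above about 35% when tested at 20 µM, limit read from the data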;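 note: plate controls were DMSO wells with enzyme for no effect and DMSO wells lacking enzyme for full effect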
#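 Incubation: 90 min at room temperature in dark / Material: recombinant HKDC1 (HK5) hexokinase enzyme, produced in-house / Quantity: enzyme 5 µg/mL final / Compound: one dose of 20 µM, 1% DMSO / Reagent: glucose and ATP substrates / Buffer or medium: Tris pH 8.0 buffer with MgCl2, Tween-20, BSA, BME / Technique: resorufin fluorescence at 613 nm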
# mIAP inh: inhibitors of mouse IAP, primary screen, biochemical, luminescence, uHTS; purified mouse IAP, CDP-Star luminescence, 30 min; inhibition, % at 10 µM; intestinal alkaline phosphatase [Mus musculus]; actives 0.2% (n = 330,000);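 active = inhibition of at least 40% at 10 µM in the primary screen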;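 note: plate controls were DMSO with enzyme for no effect and no enzyme wells for full effect; values of inactives mirror those of a sister screen read the other way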
# hIAP act: human IAP activators, primary screen, biochemical, luminescence, uHTS; purified human IAP, CDP-Star luminescence, 30 min; stronger effect = higher value; 1 = vehicle-only enzyme, 0 = enzyme-free background; activation factor at 10 µM; actives 0.16% (n = 330,000); AID 2524, 2010;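 active = activation factor of the enzyme at least 2-fold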; note: the source names both 10 and 20 µM as test concentration; values of inactives mirror those of a sister screen read the other way
# mIAP act: activators of mouse IAP, primary screen, biochemical, luminescence, uHTS; activation factor at 10 µM; actives 0.24% (n = 330,000); intestinal alkaline phosphatase [Mus musculus]; muIAP, CDP-Star luminescence, 30 min; stronger effect = higher value; 1 = vehicle-only enzyme signal, 0 = enzyme-free wells;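 active = activation factor of at least 2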; note: the source names both 10 and 20 µM as test concentration; values of inactives mirror those of a sister screen read the other way
#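 Assay system: mouse IAP enzyme / Compound: DMSO-dissolved test compounds / Timing: 30 min, room temperature / Measured by: luminescence from enzymatic CDP-Star hydrolysis / Control set: DMSO-only wells, enzyme-free buffer wells as negative control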
# APOBEC3A inh: APOBEC3A ssDNA deaminase inhibitors, primary screen, selectivity assay for APOBEC3G inhibitor project, biochemical, FAM/TAMRA oligo cleavage fluorescence | DNA dC->dU-editing enzyme APOBEC-3A (Homo sapiens), P31941 | inhibition, % at 20 µM | actives 0.41% (n = 330,000) | AID 493011, 2011 | recombinant A3A, FAM/TAMRA ssDNA deamination fluorescence;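 active = at least 40% inhibition at 20 µM here, with at most 30% in a related deaminase screen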;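 note: plate controls were A3A with DMSO for no effect and wells lacking A3A enzyme for full effect; some results filed as inactive read as strong as hits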
# Target sequence (P31941 whole entry, looked up): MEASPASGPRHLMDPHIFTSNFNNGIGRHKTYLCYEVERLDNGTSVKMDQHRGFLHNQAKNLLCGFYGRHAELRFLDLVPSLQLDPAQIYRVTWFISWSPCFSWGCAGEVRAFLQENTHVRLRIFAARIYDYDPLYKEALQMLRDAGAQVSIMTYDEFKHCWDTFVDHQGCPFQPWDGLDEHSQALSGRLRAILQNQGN
# Active calls of the source: *; . = not tested or not shown. Compounds were not picked by outcome. About 2.4% of those tested had a hit in this group.
# Start of the listing, in advance, 2 compounds:
SMILES,hIAP block,ATG4B inh,PfG6PD inh,HKDC1 inh,mIAP inh,hIAP act,mIAP act,APOBEC3A inh
CCOC(=O)C(=O)/C(C#N)=C/Nc1ccc(Cl)cc1,-5,-3,-1,7,-11,1,1.1,-4
O=C(NNS(=O)(=O)c1ccccc1)c1ccncc1,-6,3,-7,-4,-3,1.1,1,2

# The whole of this part, from the start:
SMILES,hIAP block,ATG4B inh,PfG6PD inh,HKDC1 inh,mIAP inh,hIAP act,mIAP act,APOBEC3A inh
CCOC(=O)C(=O)/C(C#N)=C/Nc1ccc(Cl)cc1,-5,-3,-1,7,-11,1,1.1,-4
O=C(NNS(=O)(=O)c1ccccc1)c1ccncc1,-6,3,-7,-4,-3,1.1,1,2
COc1ccc(NC(C)=O)cc1S(=O)(=O)Nc1ccc2c(c1)OCCO2,1,-6,8,6,5,0.99,0.95,0
Cc1ccc(NC(=O)N2CCN(c3ncccc3C(F)(F)F)CC2)cc1,4,6,4,-4,-5,0.96,1,-1
Cc1cc(C(=O)N2CCCC(Nc3ccccc3)C2)c2ccc(F)cc2n1 (stereo not given),13,-6,8,2,4,0.87,0.96,-8
O=c1[nH]nc(CSCc2ccccc2Cl)[nH]1,-9,-1,1,-6,-1,1.1,1,1
CCC1CCCCN1CCCNC(=O)c1ccc2c(c1)NC(=O)CN2C (stereo not given),2,-3,7,-1,-4,0.98,1,-3
CCCCc1ccc(NC(=O)CSC2=NN3CCCC(=O)N=C3S2)cc1,5,-5,7,7,-12,0.95,1.1,2
O=[N+]([O-])c1cccc(Cl)c1N1CCOCC1,-3,1,10,-12,2,1,0.98,-7
O=C1C2C3C=CC([C@@H]2C(=O)N1C1CCCCC1)[C@H]1C(=O)N(C2CCCCC2)C(=O)C31 (stereo not given in full),0,9,-7,-6,7,1,0.93,-3
CC1=C(C(=O)NCc2ccccn2)C2(CCC(C)CC2)OC1=O (stereo not given),17,-7,-2,-4,1,0.83,0.99,2
CCOc1ccc(C(=O)/C=C/c2ccccc2C(F)(F)F)cc1,-1,-1,7,3,2,1,0.98,3
Cc1ccccc1C(=NCCCN(C)C)c1ccccc1C,9,-7,7,-8,6,0.91,0.94,-2
COc1ccccc1N1CCN(/N=C/c2cccc(OC)c2O)CC1,-16,-11,3,1,9,1.2,0.91,-1
Cc1ccc(NC(=O)c2nc[nH]c2C(=O)N2CCN(C(=O)OC(C)(C)C)CC2)cc1,-31,-1,15,-1,8,1.3,0.92,1
CCN1CCN(CCC(=O)Nc2ccccc2)CC1,0,4,-6,-1,-10,1,1.1,-7
COCCCn1c(-c2ccc(S(=O)(=O)N3CCOCC3)cc2)csc1=Nc1ccccc1,12,-8,20,-3,1,0.88,0.99,-3
O=C1N/C(=N\N=C\c2cccs2)SC1Cc1ccc(Cl)cc1 (stereo not given),-2,43*,-3,-12,11,1,0.89,-4
CC1(C)CC(=O)C=C(c2ccc(Cl)c(C(F)(F)F)c2)C1,3,-2,1,-3,5,0.97,0.95,-3
C[C@H]1C[C@H]2[C@@H]3CCC4=CC(=O)C=C[C@]4(C)[C@@]3(F)[C@@H](O)C[C@]2(C)[C@@]1(O)C(=O)CO,-5,-2,9,-2,9,1.1,0.91,-3
O=C(CNC(=O)N1CC(=O)Nc2ccccc21)Nc1ccc(Cl)cc1,-2,9,-8,-2,-2,1,1,-3
CS(=O)(=O)N1CCC(NC(=O)Cc2ccccc2)CC1,-9,6,6,-2,-10,1.1,1.1,-2
CCOc1ccccc1C(=O)OC(C)C(=O)Nc1ccc(S(=O)(=O)N2CCCC2)cc1 (stereo not given),6,-9,5,3,11,0.94,0.89,-4
O=C(NC1=NCCS1)c1ccc(Cl)cc1,-9,8,-9,2,-2,1.1,1,-6
CC1CCc2nc(NC(=O)CCSc3ccccc3)sc2C1 (stereo not given),14,-3,-2,-6,-3,0.86,1,-4
COc1ccc(NC(=O)CSc2nnc(NC(=O)C3CC3)s2)cc1OC,-16,3,-7,-7,-3,1.2,1,1
Cc1c(Cl)ccc(S(=O)(=O)N2CCN=C2c2ccccc2)c1Cl,-3,-7,-9,-2,0,1,1,-1
Cn1c(=O)[nH]c(=O)c2c1nc(N1CCCCCC1)n2Cc1cccc2ccccc12,-18,-9,-7,3,4,1.2,0.96,-3
O=C(Nc1nnc(-c2ccccc2)o1)c1nc2ccccc2s1,6,-4,-4,-6,7,0.94,0.93,-3
C=CCn1c(NCc2ccccc2)nc2ccccc21,-15,-6,5,1,-1,1.1,1,-1
CCOC(=O)c1c(-c2ccc(C)cc2)csc1NC1=NS(=O)(=O)c2ccccc21,11,-8,8,-8,8,0.89,0.92,3
COC(=O)c1ccc(N(C(=O)c2ccco2)C(C(=O)NC2CCCC2)c2ccco2)cc1 (stereo not given),5,-2,-17,1,-2,0.95,1,-1
Cc1cc(C(=O)NN)c2cc(Br)ccc2n1,-15,-1,-7,-8,-6,1.1,1.1,-2
CCN1CCN(CC(=O)Nc2sc3c(c2C#N)CCC(C)C3)CC1 (stereo not given),-11,-5,-15,3,-7,1.1,1.1,-1
O=C(NNC(=S)NC(=O)c1ccccc1Cl)c1cccc([N+](=O)[O-])c1,-74,5,-6,-23,9,1.7,0.91,-3
NC(=O)N=Nc1c(O)n(Cc2ccccc2)c2ccc(Br)cc12,7,-5,27,2,8,0.93,0.92,-4
Cn1c(=O)c2c(SC3CCCC3)nc(C3CC3)nc2n(C)c1=O,-6,0,3,-6,2,1.1,0.98,-6
CCCCNC(=S)N1CCN(c2ccc(C(C)=O)cc2)CC1,-8,-4,-17,-5,-12,1.1,1.1,-10
O=C(Nc1ccc(F)cc1)N(CCCN1CCOCC1)Cc1cc2cc3c(cc2[nH]c1=O)OCCO3,2,3,-17,-4,4,0.98,0.96,1
N#CCCN(Cc1ccccc1)S(=O)(=O)c1cccs1,-4,-3,3,4,-3,1,1,-1

# Grouped by structure: the entries above containing bromine
SMILES,hIAP block,ATG4B inh,PfG6PD inh,HKDC1 inh,mIAP inh,hIAP act,mIAP act,APOBEC3A inh
Cc1cc(C(=O)NN)c2cc(Br)ccc2n1,-15,-1,-7,-8,-6,1.1,1.1,-2
NC(=O)N=Nc1c(O)n(Cc2ccccc2)c2ccc(Br)cc12,7,-5,27,2,8,0.93,0.92,-4

# (list continues)
SMILES,hIAP block,ATG4B inh,PfG6PD inh,HKDC1 inh,mIAP inh,hIAP act,mIAP act,APOBEC3A inh
O=C(NC(=S)N1CCN(c2c(Cl)cccc2[N+](=O)[O-])CC1)c1cccs1,-9,18,-51,-9,-1,1.1,1,-8
Cc1ccc(C(=O)Nc2c(C)n(C)n(-c3ccccc3)c2=O)cc1,-10,5,-22,-1,7,1.1,0.93,-3
COc1ccc(S(=O)(=O)NCc2ccco2)cc1C(=O)N1CCCCC1,8,-3,7,-5,9,0.93,0.91,-3
O=C1C=C(c2ccc(-c3ccccc3)cc2)C[C@@H](c2ccc(Cl)cc2)C1,10,2,11,1,0,0.9,1,-4
Cc1ccc(NC(=O)CN2C(=O)S/C(=C\c3ccccn3)C2=O)cc1C,-8,5,-7,-6,1,1.1,0.99,-2
CC(C)(C)N1CC(C(=O)Nc2ccc(S(=O)(=O)N3CCCCC3)cc2)CC1=O (stereo not given),-6,-6,7,-5,-4,1.1,1,0
Cc1ccc(C(=O)NCC(=O)N/N=C/c2cccs2)cc1C,0,-1,2,-12,-5,1,1.1,-2
O=C(NC1CC1)C(=O)c1c(-c2ccccc2)[nH]c2ccccc12,-16,-13,-13,-5,-4,1.2,1,-4
Fc1ccccc1Cc1noc(CN2CCN(c3ccc(Cl)cn3)CC2)n1,-6,-9,-5,1,7,1.1,0.93,2
COc1ccc(NC(=O)CNS(=O)(=O)c2cccs2)c(OC)c1,19,4,-6,-11,13,0.81,0.87,1
CC(C)Sc1nc2ccccc2[nH]1,-2,0,-2,11,-6,1,1.1,-4
CC(C)=CCC/C(C)=C/CNC(=O)C[C@H]1C[C@H](C(=O)N2CCCCC2)[C@@]2(C)c3[nH]c4ccc(Cl)cc4c3CCN2C1=O,.,-1,-19,12,-11,.,1.1,6
Clc1ccc(/C=C/c2ncc[nH]2)c(Cl)c1,-1,31,22,-2,-3,1,1,-2
O=C(CN1C(=O)C2C3CCC(C3)C2C1=O)OCC(=O)c1cccc([N+](=O)[O-])c1 (stereo not given),10,3,-7,-10,12,0.9,0.88,-1
CC(=O)Nc1ccc(C(=O)CSc2nnc(Cc3ccccc3)o2)cc1,3,-8,-13,0,6,0.97,0.94,5
NC(=O)CSc1nnc(Cn2cnc3ccccc32)o1,6,0,-20,14,0,0.94,1,1
CC1CN(C(=O)c2ccc3c(c2)OCO3)CC(C)O1 (stereo not given),-5,9,-7,-5,-5,1,1,3
O=C1CC(C(=O)Nc2ccccc2)N=C(N2CCCCC2)N1 (stereo not given),10,20,2,-9,17,0.9,0.83,0
O=C(NNC(=O)c1oc2ccccc2c1-n1cccc1)c1ccco1,-72,-14,-3,1,0,1.7,1,-3
Cc1ccc(NC(=O)c2nc[nH]c2C(=O)NCCCNC(=O)c2[nH]cnc2C(=O)Nc2ccc(C)cc2)cc1,-35,0,6,-1,-3,1.4,1,13

# Full records as entered above. Order of values: hIAP block	ATG4B inh	PfG6PD inh	HKDC1 inh	mIAP inh	hIAP act	mIAP act	APOBEC3A inh
# `CC(C)Sc1nc2ccccc2[nH]1` is listed as -2	0	-2	11	-6	1	1.1	-4
# `COc1ccc(S(=O)(=O)NCc2ccco2)cc1C(=O)N1CCCCC1` is listed as 8	-3	7	-5	9	0.93	0.91	-3

# Other entries
SMILES,hIAP block,ATG4B inh,PfG6PD inh,HKDC1 inh,mIAP inh,hIAP act,mIAP act,APOBEC3A inh
C=C(C)c1cccc(C(C)(C)NC(=O)N2CCC(C)CC2)c1,-20,1,-8,0,-6,1.2,1.1,-3
Cc1ccc(/C=C/C(=O)NC2=NCCS2)cc1,41*,-5,30,-1,-2,0.59,1,-4
CCc1cc2ccc(C)cc2nc1SCC(=O)NNC(=O)c1ccco1,-85,4,-9,-8,6,1.8,0.94,0
COc1ccc(C(=O)N(Cc2cccs2)C2CCS(=O)(=O)C2)cc1 (stereo not given),-15,2,-13,-6,0,1.2,1,-3
Cc1nn(C)cc1S(=O)(=O)NCc1ccccc1Cl,2,-2,7,-4,4,0.98,0.96,4
C=C(C)CCC(C)N1CCC(n2nccc2NC(=O)CCCc2ccccc2)CC1 (stereo not given),-95,22,10,-5,-58,1.9,1.6,-3
O=C(c1ccc(F)c(F)c1)N1CCCc2ccccc21,2,-2,-2,6,12,0.98,0.89,-8
Cc1cccc(OCC(=O)Nc2c3c(nn2C(C)(C)C)CS(=O)(=O)C3)c1,-31,-5,0,-3,1,1.3,0.99,6
CC(=O)c1cccc(-n2nnnc2SCC(=O)Nc2ccccc2N2CCCCC2)c1,0,0,3,4,3,1,0.97,0
Fc1ccc(-c2cc(-c3ccccc3)nc(-n3cccn3)n2)cc1,-12,-5,5,-2,13,1.1,0.87,-1
COc1ccc2oc(=O)c(C(=O)OCc3ccccc3)cc2c1,18,0,9,1,9,0.82,0.91,-3
